# All columns: NCI-60 one-dose screen, growth in % after 48 h at 10 µM unless noted; 100 = growth as untreated, 0 = no growth, -100 = all killed.
# MDA-MB-231 = MDA-MB-231 breast cancer; 81,000 tested, 5% active; AID 1794789
# T-47D = T-47D breast cancer; 79,000 tested, 5% active
# SK-MEL-28 = SK-MEL-28 melanoma | 81,000 tested, 4.1% active | AID 1794761
# MDA-MB-468 = MDA-MB-468 breast cancer | 78,000 tested, 8.5% active
# LOX IMVI = LOX IMVI melanoma; 79,000 tested, 7.4% active
# HS 578T = HS 578T breast cancer | 78,000 tested, 4.1% active
# MCF7 = MCF7 breast cancer; 82,000 tested, 6.3% active
# BT-549 = BT-549 breast cancer | 78,000 tested, 4.4% active | AID 1794793
# The depositor's hits bear a star; . = not tested or not shown; & = joins results of further samples; [ ] = remark or other dose. How the source made its calls: active means growth percent below 10; inactive means the rest. Random draw from the library; 12% or so of the library scored in one or more.
Structure	BT-549	HS 578T	MCF7	MDA-MB-231	SK-MEL-28	T-47D	LOX IMVI	MDA-MB-468
COc1ccc2c(=O)c(OC)c(-c3cc(OC)c(OC)c(OC)c3)oc2c1	117	92	88	84	97	76	83	86
CC(C)c1ccc(S(=O)(=O)NC2=CN3CC=CC3CC2=O)cc1 (stereo not drawn)	100	107	101	97	113	85	95	101
CN1C(=O)N(C)C2Nn3c(s/c(=C\c4ccco4)c3=O)=NC21 (stereo not drawn)	104	103	92	104	112	106	105	101
COc1ccc(-c2nc(SCc3nc4ccccc4[nH]3)nc(N3CCCCC3)c2C#N)cc1	97	103	88	81	106	65	97	91
CS(=O)(=O)c1ccc(-c2nn(-c3ccccc3)cc2/C=C/C(=O)c2ccc(O)cc2)cc1	89	109	73	95	93	91	87	97
Cc1ncc(-c2ccsc2)c(NC2CCCCCC2)n1	104	111	97	98	103	70	97	87
CC(C)CN1CC(C)C(=O)NC1=S (stereo not drawn)	100	112	96	103	113	101	99	106
O=C(NCc1ccco1)Nc1ccccc1C(F)(F)F	94	106	93	112	118	105	98	104
Cc1ccc(S(=O)(=O)Oc2ccc(C(C)(C)C)cc2)cc1	.	86	94	102	104	.	97	96
CC(C)C(=O)N1CCN(Cc2csc(Nc3ccc(C[C@@H](NC(=O)Cc4ccccc4)C(N)=O)cc3)n2)CC1	97	103	99	99	106	91	101	102
Cc1nc(Nc2ccc(OCc3c(-c4ccccc4)no[n+]3[O-])cc2)c2c(C)nn(-c3ccc(Br)cc3)c2n1	91	95	87	100	101	81	99	116
COc1ccc([C@H]2C(C(=O)c3ccc(Cl)cc3)C3(N[C@@H]2c2ccccc2)C(=O)Nc2ccc(Cl)cc23)cc1 (stereo partly drawn)	7.7*	-10*	-4.2*	-68*	4.5*	9.9*	-100*	-3.6*
Cc1sccc1Br	95	109	95	91	103	98	100	93
Cc1cccc(N=C2CCCC2C(=O)Nc2cccc(C)c2C)c1C (stereo not drawn)	100	113	99	101	115	100	103	114
Cc1cc(=O)oc2cc(Oc3ccc(Nc4ncnc5onc(-c6ccccc6)c45)cc3)ccc12	92	104	90	99	103	97	107	100
Clc1ccc2nc(O[C@@H]3CCOC3)c(-c3nn[nH]n3)c(-c3ccccc3)c2c1	95	100	91	111	117	88	99	104
CCNC(=S)N(Cc1ccccc1)Cc1ccccc1	119	136	107	116	110	.	112	95
CCOC(=O)C1=NN(c2ccccc2)C(=O)/C1=C\n1ccc(=O)[nH]c1=S	108	97	98	99	107	86	99	94
CCCCCCCNC(=O)CCCNc1ncnc2c1ncn2-c1cccc(C(C)O)c1 (stereo not drawn)	94	97	87	.	96	74	101	60
O=C1/C=C/[C@@H](O)[C@@H]2C[C@@H](O)C[C@H]2/C=C/CCC[C@H](CCc2ccc3ncccc3c2)O1	7.7*	41	2.7*	-43*	-0.8*	0.7*	-67*	-6.0*
O=C(O)C1C2CCC3C(CCC21)C3(Cl)Cl (stereo not drawn)	105	98	97	115	103	110	105	98
CO[C@H]1CC[C@@]2(C)C(=CC[C@H]3[C@@H]4C[C@H](O)C[C@@]4(C)CC[C@@H]32)C1	80	61	26	56	68	54	49	-13*
O=C(CSc1cc[n+](CCCCO)c2ccccc12)n1ccc2ccccc21	.	106	95	88	110	97	103	108
COc1ccc(CC2CC(=O)OC2=O)cc1 (stereo not drawn)	105	109	101	103	115	100	94	99
COC(=O)[C@H](CC(C)C)N1CC=CCN([C@@H](CC(C)C)C(=O)OC)S1(=O)=O	102[1.2 µM]	113[1.2 µM]	.	102[1.2 µM]	.	101[1.2 µM]	101[1.2 µM]	104[1.2 µM]
COC(=O)CCN1C(=O)/C(=C/c2ccc(O)cc2)SC1=S	94	99	96	88	97	91	94	.
COc1ccc(C(O)c2cc3c(N)c(C(=O)Nc4ccc(Cl)cc4)sc3nc2C)cc1 (stereo not drawn)	66	7.8*	17	42	60	37	29	3.4*
CCCCCCCCCCCCOC(=O)c1nn(C(C)=O)c2ccccc12	104	108	92	101	114	96	96	87
CC1=CC(C)(C)NC(=S)N1c1ccc(Cl)cc1	110&99	113&102	97&101	99&101	105&101	87&93	98&95	105&98
COc1ccc(-c2cccc3cc4c(cc23)OCO4)cc1	78	94	80	80	105	64	96	120
CC1(/C=C/c2ccc(-c3ccccc3)cc2)CCn2cnc3ncnc(c32)N1O (stereo not drawn)	17	56	8.1*	54	30	38	9.2*	-5.4*
Cc1ccc(S(=O)(=O)Cl)c(Cl)c1	102	103	96	113	105	101	99	.
CN(C)CCCC(C#N)c1ccccc1 (stereo not drawn)	111	121	100	112	119	.	103	108
Cc1nn2c(-c3nc4ccccc4[nH]3)c(-c3ccccc3)nc2s1	94	102	94	109	105	94	89	112
Nc1nc(=O)n([C@@H]2O[C@H](CO)[C@@H](O)C2(F)F)cc1F	74	92	48	83	78	85	104	81
O=C1Nc2ccc(Br)cc2C1=N/C=c1\[nH]c(=O)/c(=C/c2ccc(Cl)cc2)s1	100	100	87	89	105	80	103	87
CC(C)C(c1ccccc1)C(O)CC[N+]1(C)CCCCC1 (stereo not drawn)	108	100	98	.	108	94	94	104
C=C(C)[C@@H]1CC[C@]2(C(=O)N[C@@H](Cc3ccccc3)C(=O)OC)CC[C@]3(C)[C@H](CC[C@@H]4[C@@]5(C)CCC(=O)C(C)(C)[C@@H]5CC[C@]43C)[C@@H]12	105	96	85	102	98	65	74	84
O=C(O)c1ccc(NCn2c(=S)sc3ccccc32)cc1	75	105	94	86	98	93	108	120
CCCCOC(=O)C1CCCC1=O (stereo not drawn)	105	115	101	109	112	95	100	124
COc1ccc(/C=C(/C(=O)N2CCN(Cc3ccccc3)CC2)c2cc(OC)c(OC)c(OC)c2)cc1O	77	65	21	77	77	77	60	20
CC(=O)c1ccc(OCC(=O)O)cc1	.	111	98	106	105	104	99	95
C[C@]12O[C@H]1CC[C@H]1[C@@]2(C)CC[C@]2(O)C(=O)O[C@H](c3ccoc3)C[C@]12C	94	107	91	108	102	107	102	120
Nc1ccc(C(=O)C(=O)c2ccc(N)cc2)cc1	.	92	112	115	107	89	101	91
O=C(c1cc(-c2cccnc2)nc2ccccc12)N1CCCCC1	107	103	94	103	107	97	98	101
NC(=S)N/N=C/c1ccc[nH]1	108	103	95	111	110	87	95	126
N#CCNC(=O)OCc1ccccc1	102	.	100	97	110	99	94	113
O=C1CNC(c2ccc([N+](=O)[O-])cc2)N1O (stereo not drawn)	97	112	96	111	108	100	99	102

# Arranged by length of the SMILES (largest number first): 3 of the compounds above
Structure	BT-549	HS 578T	MCF7	MDA-MB-231	SK-MEL-28	T-47D	LOX IMVI	MDA-MB-468
Cc1nn2c(-c3nc4ccccc4[nH]3)c(-c3ccccc3)nc2s1	94	102	94	109	105	94	89	112
Cc1ccc(S(=O)(=O)Oc2ccc(C(C)(C)C)cc2)cc1	.	86	94	102	104	.	97	96
CC(C)C(c1ccccc1)C(O)CC[N+]1(C)CCCCC1 (stereo not drawn)	108	100	98	.	108	94	94	104

# Other records:
Structure	BT-549	HS 578T	MCF7	MDA-MB-231	SK-MEL-28	T-47D	LOX IMVI	MDA-MB-468
COc1cccc(C2CC(=O)Nc3cc4c(cc32)OCO4)c1OC (stereo not drawn)	101	93	95	97	111	88	96	73
Nc1[nH]cnc(=S)c1N	99	111	96	115	109	100	100	101
C=Cc1ccc(-n2nc(C(=O)N3CCCCC3)c3c2CCC(NCCc2ccccc2)C3)cc1 (stereo not drawn)	97	95	83	90	98	106	94	83
COc1cc(CNC(=O)CCCC/C=C/C(C)C)ccc1OCc1cn(-c2ccc(F)cc2)nn1	91	78	89	69	103	74	84	68
C#CCCOC(=O)Nc1ccccc1	107	90	91	112	103	93	102	97
CCCC(=O)NNc1nccc(Nc2ccc(S(=O)(=O)Nc3ccccn3)cc2)n1	97	110	90	106	111	87	102	106
O=C(O)c1ccc(-n2cc(CNc3ccc(C(F)(F)F)cc3)c(-c3ccc(F)cc3)n2)cc1	103	91	74	111	96	79	.	107
O=C(Cn1cc(COn2nnc3ccccc32)nn1)Nc1ccc([N+](=O)[O-])cc1	113	97	99	101	98	94	95	97
Cc1ccc(S(=O)(=O)NCCCC2=C(Br)c3ccccc3C2c2ccccc2)cc1 (stereo not drawn)	118	99	92	96	113	87	90	97
Nc1ccccc1C(=O)NC1C(=O)Nc2ccccc21 (stereo not drawn)	99	101	98	88	106	100	95	95
O=c1oc(=O)c2ccccc2c2ccccc12	106	120	98	104	111	94	.	110
Cc1ncc(C(=O)O)c2c1OC(C)(C)OC2	109	104	96	102	110	107	96	96
CCCCCC1CCCCN1C(=O)OC (stereo not drawn)	107	112	105	102	117	97	98	99
CCN(CC)CCCC(C)N=C(Nc1ccccc1)c1ccc(Cl)cc1 (stereo not drawn)	98	91	103	92	92	89	84	.
CCNc1ccc2c(-c3ccccc3C(=O)O)c3ccc(=[N+](CC)CC)cc-3oc2c1	.	104	.	97	.	87	101	114
CCCCCCCCn1c2ccccc2c2c3c(c4c5cc(OC)ccc5oc4c21)C(=O)NC3=O	96	96	100	99	100	93	95	94
Cc1cc(N(CCCNc2ccnc3cc(Cl)ccc23)Cc2cccs2)nc(Cl)n1	34	65	41	47	82	22	9.0*	1.6*
CN(C)CCOC(c1ccc(Cl)cc1)c1ccccn1 (stereo not drawn)	106	110	96	99	108	110	97	107
C(=C\CSc1ccccn1)/CSc1ccccn1	126	103	99	102	115	98	86	106
O=[N+]([O-])c1ccc(N=NNc2ccc(N=Nc3ccccc3)cc2)cc1	.	.	88	73	107	67	84	111
CC(=O)Nc1ccc(NC(=O)c2ccoc2COc2ccc(C)cc2)cc1	107	113	83	100	104	85	87	100
Oc1ccc(Nc2ccc3ccccc3c2)cc1	74	88	65	36	90	53	41	30
Cc1cc(C)c2c(N)c(-c3nc4ccccc4[nH]3)sc2n1	106	70	68	68	100	83	96	100
COc1ccc(C2=NN(C(C)=O)C(c3ccc(Oc4ccc(Cl)cc4)cc3)C2)cc1OC (stereo not drawn)	82	84	102	71	101	80	93	.

# Exported with each value named: entries from further up.
smiles: CCNc1ccc2c(-c3ccccc3C(=O)O)c3ccc(=[N+](CC)CC)cc-3oc2c1
  BT-549: .
  HS 578T: 104
  MCF7: .
  MDA-MB-231: 97
  SK-MEL-28: .
  T-47D: 87
  LOX IMVI: 101
  MDA-MB-468: 114

smiles: CCCCCCCCn1c2ccccc2c2c3c(c4c5cc(OC)ccc5oc4c21)C(=O)NC3=O
  BT-549: 96
  HS 578T: 96
  MCF7: 100
  MDA-MB-231: 99
  SK-MEL-28: 100
  T-47D: 93
  LOX IMVI: 95
  MDA-MB-468: 94

smiles: Cc1cc(N(CCCNc2ccnc3cc(Cl)ccc23)Cc2cccs2)nc(Cl)n1
  BT-549: 34
  HS 578T: 65
  MCF7: 41
  MDA-MB-231: 47
  SK-MEL-28: 82
  T-47D: 22
  LOX IMVI: 9.0*
  MDA-MB-468: 1.6*

smiles: CN(C)CCOC(c1ccc(Cl)cc1)c1ccccn1 (stereo not drawn)
  BT-549: 106
  HS 578T: 110
  MCF7: 96
  MDA-MB-231: 99
  SK-MEL-28: 108
  T-47D: 110
  LOX IMVI: 97
  MDA-MB-468: 107

# Additional structures:
Structure	BT-549	HS 578T	MCF7	MDA-MB-231	SK-MEL-28	T-47D	LOX IMVI	MDA-MB-468
O=C1NC(=O)C(c2ccc(Cl)cc2)(c2ccccc2Cl)N1 (stereo not drawn)	96	106	106	97	116	114	95	93
COc1ccc(CCNC(=O)c2onc(-c3ccccc3)c2-c2cc(OC)c3c(c2OC)OCO3)cc1OC	89	89	99	85	108	77	95	100
COc1ccc(-c2c(C#N)c(-c3ccccc3)nc3c2c(-c2ccccc2)nn3-c2ccccc2)cc1	103	86	87	110	87	90	91	95
Cc1cc2c3ccccc3[nH]c(=O)n2n1	101	99	93	112	103	98	93	108
COc1cc2c(cc1OC(C)=O)CCCCC2=O	102	115	101	102	104	81	100	109
NNC(=O)NO	99	97	94	122	107	99	98	.
CCCCNC(=O)OCn1cnc2c(SCCC)ncnc21	102	107	100	108	108	89	99	93
NNC(=O)Nc1ccccc1	104	105	89	91	109	109	98	104
COc1ccc(NC(=O)Nc2ccc(OCC(=O)N=Nc3c(O)[nH]c4ccc([N+](=O)[O-])cc34)cc2)cc1	28	39	38	56	115	33	.	30
C=CCc1c2occc2c(O)c2c(=O)cc(-c3ccc(Cl)cc3)oc12	94	76	66	77	101	75	67	92
CCCCCCCCCCOC(=O)c1ccc(OC)cc1	105	104	99	108	119	105	99	104
Fc1ccc(NCn2nc(-c3cnccn3)oc2=S)cc1	68	95	83	98	102	56	50	87
COc1cc(C(=O)c2c(-c3ccccc3)oc3c(OC)cccc23)cc(OC)c1OC	-5.8*	2.1*	10	-0.5*	60	58	12	18
COc1c(CCCO)cc2c(c1OC)OCO2	102	104	99	109	104	102	102	102
O=C1NC(=O)C(CCc2ccccc2)(c2ccccc2)N1 (stereo not drawn)	103	.	98	91	113	98	104	109
CC(C)Cn1cnc2c(=S)nc(N)[nH]c21	99	100	90	101	118	92	98	.
Cc1cc2c(c3c1C(=O)CC3)C(C)(C)CCC2(C)C	100	128	94	99	106	80	93	96
CCc1ccc2c(c1)C1(Oc3c(OC)cccc3C3CC(c4ccc(F)cc4)=NN31)C(=O)N2 (stereo not drawn)	97	94	88	93	103	84	97	87
Cc1cc(N/N=C/c2nc(-c3ccc(Cl)cc3)oc2C)c2cc(Cl)ccc2n1	91	73	-86*	64	10	77	-67*	-47*
Cc1ccc(N/N=C/c2c(-c3ccc(S(C)(=O)=O)cc3)nc3ccccn23)cc1	84	75	37	64	71	34	44	54
